# From PubChem BioAssay
# LDHA inh = qHTS assay for inhibitors of human lactate dehydrogenase. L-lactate dehydrogenase A chain (Homo sapiens), P00338. purified LDHA, NADH/diaphorase-resazurin fluorescence; stronger effect = lower value. 480,000 compounds, 0.15% hits. activity change, % (values are at about 110 or 230 µM); in the data active means activity change below about -30%; inconclusive means mostly about -25% to -30%;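 further: plate controls were DMSO wells for no effect and wells without enzyme for full effect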
#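 Enzyme activity of human lactate dehydrogenase 5 (2 nM; 0.06 mM NADH, 0.2 mM pyruvate, 5 min, RT) is measured via a resazurin/diaphorase fluorescence readout of residual NADH.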
# 12-LOX inh = Primary qHTS assay for inhibitors of human arachidonate 12S-lipoxygenase (ALOX12): Round 2. Polyunsaturated fatty acid lipoxygenase ALOX12 (Homo sapiens), P18054. 580,000 compounds, 1.1% hits. purified 12hLO, xylenol orange hydroperoxide absorbance. Potency, µM (highest dose often 108 µM), without a hit: at the top dose activity change, negative = inhibition, usual class: inhibitors. AID 1671190, 2021; active means well fitted inhibition curve with a large enough effect; inconclusive means small, poorly fitted or top-dose-only effect, or another doubt; inactive means no such curve, though single readings can be large or run the other way; further: potency means the concentration at half of the fitted maximal effect
# Target sequence (P18054 whole entry, looked up): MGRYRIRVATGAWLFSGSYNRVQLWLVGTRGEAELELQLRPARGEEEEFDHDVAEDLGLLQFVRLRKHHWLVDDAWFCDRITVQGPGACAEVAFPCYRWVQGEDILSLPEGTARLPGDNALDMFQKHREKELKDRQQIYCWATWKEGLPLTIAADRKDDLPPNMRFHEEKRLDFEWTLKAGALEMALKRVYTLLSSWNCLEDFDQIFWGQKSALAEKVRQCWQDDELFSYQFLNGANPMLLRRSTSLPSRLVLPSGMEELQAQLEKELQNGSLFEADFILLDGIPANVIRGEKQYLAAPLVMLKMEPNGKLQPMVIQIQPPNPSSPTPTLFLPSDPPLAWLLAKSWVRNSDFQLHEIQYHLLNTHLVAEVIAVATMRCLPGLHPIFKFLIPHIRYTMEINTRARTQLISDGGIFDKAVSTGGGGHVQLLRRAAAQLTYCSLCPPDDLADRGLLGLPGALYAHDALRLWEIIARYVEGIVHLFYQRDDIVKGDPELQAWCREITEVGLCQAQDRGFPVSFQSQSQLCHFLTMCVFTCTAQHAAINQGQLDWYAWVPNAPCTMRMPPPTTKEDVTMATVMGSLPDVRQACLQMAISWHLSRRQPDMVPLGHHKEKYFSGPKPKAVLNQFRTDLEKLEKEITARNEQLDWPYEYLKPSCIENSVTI
#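 Hydroperoxide product was detected by ferrous iron/xylenol orange as the 573 to 405 nm absorbance ratio. Arachidonic acid at 40 uM (final) was turned over for 30 min at room temperature by 150 nM human 12hLO, pH 7.0 Hepes buffer, after 15 min compound preincubation.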
# An asterisk follows results filed as active; ? = inconclusive; [ ] = dose if it differs, or a comment. Unless noted, on the % scale 0 is the no-effect control and ±100 the full control effect.
LDHA inh,12-LOX inh,SMILES
0,-5%,CC(=O)Oc1cc(OC(C)=O)c2c(C)c(CC(=O)NCc3ccccc3)c(=O)oc2c1
-4,2%,COc1cccc(/C=C2\Oc3cc(OS(=O)(=O)c4ccc(C)cc4)ccc3C2=O)c1OC
-8,0.56µM*,COc1ccc(CN2CCN(C/C=C/c3ccccc3)CC2)c(OC)c1OC
0,-8%,O=C1NC[C@H](Cc2ccc(O)cc2)N(C[C@@H]2CCCN2C[C@H](Cc2ccccc2)N2C[C@H](Cc3ccccc3)N(CCc3ccccc3)C(=O)C2=O)C1=O
-7,-9%,CC(C)c1ccc(NC(=O)C2Cc3c(-c4cccc(C(N)=O)c4)ccnc3O2)cc1 (configuration not stated)
10,-11%,O=C(NCc1ccncc1)c1nc(Cc2c[nH]c3ccccc23)no1
6,-9%,Cc1oc(-c2cccs2)nc1CC(=O)Nc1ccccc1C(C)(C)C
-10,-7%,CCc1nc2ccc(C(=O)N3CCN(S(=O)(=O)CC)CC3)cn2c1N(CC)Cc1cccc(Br)c1

# Three entries already listed, arranged by the number in 12-LOX inh, falling.
LDHA inh,12-LOX inh,SMILES
-10,-7%,CCc1nc2ccc(C(=O)N3CCN(S(=O)(=O)CC)CC3)cn2c1N(CC)Cc1cccc(Br)c1
6,-9%,Cc1oc(-c2cccs2)nc1CC(=O)Nc1ccccc1C(C)(C)C
10,-11%,O=C(NCc1ccncc1)c1nc(Cc2c[nH]c3ccccc23)no1

# Next section.
LDHA inh,12-LOX inh,SMILES
-5,53%[activator],CC(C)(C)C(=O)NCCNC(=O)c1nc2ccccc2c(=O)[nH]1
-11,-12%,CCC(=O)Oc1ccc2c(=O)c(-c3ccc(Cl)cc3)c(C)oc2c1
3,?,COc1ccc2nc(N3C(=O)C(O)=C(C(=O)c4ccco4)C3c3cccc(OC)c3OC)sc2c1 (configuration not stated)
7,0%,COc1ccc(S(=O)(=O)Oc2ccc3c(c2)O/C(=C\c2cc(OC)ccc2OC)C3=O)cc1
10,16%,Cc1ccc(/C=N/NC(=O)c2cccc(N(C)C)c2)cc1
1,-7%,Cc1ccc(/C(COc2ccc3c(C)c(Cc4ccccc4)c(=O)oc3c2C)=N/O)cc1
-4,10%,O=C(Nc1ccc(O)c(-c2nc3ccccc3o2)c1)c1ccccc1F
4,4%,O=C(NCCNC(=O)c1c[nH]c2ccccc12)c1ccncc1
-6,11%,Cc1ccc(Cn2c(Br)nc3c2c(=O)n(C)c(=O)n3C)cc1
1,?,CCOC(=O)[C@]12CCC=C1N(CCC1=CCCCC1)C(=O)[C@H](CC(=O)NCCC(C)C)C2
-3,-30%,CCOC(=O)C1CCN(C(=O)c2ccc(CN(c3ccccc3)S(C)(=O)=O)cc2)CC1
10,?,COc1ccc(Br)cc1/C=C(\C#N)C(N)=C(C#N)C#N
2,16%,CCOC(=O)N1CCN(C(=O)Cn2nc(-c3ccccc3F)ccc2=O)CC1
-16,18%,COc1cc(OC)c(NC(=O)N2CCN(c3ccc(=O)n(-c4ccc(F)cc4)n3)CC2)cc1Cl
9,-2%,Cn1ccnc1C(NC(=O)Nc1ccc(F)cc1)c1ccccc1F (configuration not stated)
?,?,COc1cccc(C2/C(=C(\O)c3ccc4c(c3)OCCO4)C(=O)C(=O)N2CCc2ccccc2)c1 (configuration not stated)
-1,16µM*,c1ccc(-c2cc(-c3ccccc3)[o+]c(-c3ccccc3)c2)cc1
1,-16%,CCOc1ccc(C(=O)Nc2ccc3oc(C)nc3c2)cc1OCC
-6,0%,CC(C)c1nnc2ccc(NCc3ccc(F)cc3)nn12
1,34%,Cc1ccccc1-n1nnc(C(=O)NC(C)C)c1N
12,-16%,CC(N)C(=O)NC(C(=O)NC(C)C(=O)Nc1cccc2ccccc12)C(C)C (configuration not stated)
-24,6%,CCOc1cc2c(cc1NC(=O)Cc1ccc(OC)cc1)OC(C)C2 (configuration not stated)
4,3%,CCCCOc1ccccc1C(=O)N1CCC(c2nc3ccccc3o2)CC1
-9,3%,CCOC(=O)C1(C)CCN1C(=O)c1ccco1 (configuration not stated)
7,?,O=C(CCC(=O)c1ccc(F)cc1)OCC(=O)c1ccc([N+](=O)[O-])cc1
-7,?,CC1=C(C(=O)N(C(C)C)C(C)C)CC(CC(=O)NCCCN(C)C)C(=O)N1CCCN1CCCC1=O (configuration not stated)
7,?,COc1cccc(/C=C(/C#N)c2ccc(C(F)(F)F)cn2)c1
5,-15%,COC(=O)CNC(=O)C12CC3CC(C1)CC(c1ccccc1)(C3)C2
60,49%[activator],O=S1(=O)CCN(Cc2cccc(Br)c2)c2c(F)nc(N3CCOCC3)c(F)c21
10,?,Cc1ccc2c(C)c(CCC(=O)N(C)c3ccccc3)c(=O)oc2c1
-4,-6%,N#Cc1cccc(NC(=O)CSc2nnc(Cc3ccccc3)o2)c1
6,0%,COc1ccccc1-c1cnn2c1NC(=O)CC2C(=O)Nc1ccc(F)cc1 (configuration not stated)
3,3%,N#Cc1ccc(OCCOC(=O)C2CC3CCCC(C2)C3=O)cc1 (configuration not stated)
22,?,N#Cc1ccc(C(=O)OCCOc2cccc(Cl)c2)cc1
-8,14%,O=C(CCc1ncc(-c2ccc(F)cc2)o1)Nc1ccccc1N1CCOCC1
10,?,Cc1ccc(Nc2nc(CN3CCN(S(=O)(=O)c4ccc(C)cc4)CC3)cs2)cc1
-4,1%,O=C(CSc1nnc(NCc2ccc(F)cc2)s1)Nc1ccnn1C1CCCC1
-9,12%,CN(C)S(=O)(=O)N1CCN(C(=O)Cc2ccc(Cl)cc2Cl)CC1
1,-14%,Cc1ccc(-n2ccnc2SC2CCCCC2=O)cc1C (configuration not stated)
-4,?,Cc1cc2ccccc2[nH]1
-1,-70%,CCOc1ccc(CCN2C(=O)C(=O)N([C@@H](CC(C)C)CN3CCC[C@H]3CN3C(=O)C(=O)NC[C@@H]3Cc3ccc(O)cc3)C[C@@H]2CC(C)C)cc1
5,-5%,Nc1[nH]c(C(=O)c2ccccc2)c(-c2ccc(Cl)cc2)c1C(=O)NCCc1c[nH]c2ccccc12
0,-11%,COc1cc(/C=N/NC(=O)Cc2cccc(C(F)(F)F)c2)ccc1OCc1ccccc1
-3,-17%,Cc1ccc(C)c(-c2cc(C(=O)Nc3nncs3)c3ccccc3n2)c1
3,?,O=C(NC1CCCc2ccccc21)c1cc2c(s1)CCC2 (configuration not stated)
-3,?,Cc1nn(CC(=O)Nc2ccc(Br)cc2Cl)c(=O)c(C#N)c1C
11,0%,O=C(c1ccc2ncsc2c1)N(Cc1ccco1)Cc1cccs1
-4,-6%,CC(=O)N1CCN(c2oc(/C=C/c3ccccc3Cl)nc2C#N)CC1
-8,12%,CCN(CC(=O)NC(C)(C)C)c1nc(C(F)(F)F)nc2ccccc12
-32*,-1%,O=C(CSc1nnc(C2CC2)n1C1CC1)c1c[nH]c(C(=O)N2CCCC2)c1
3,-3%,Nc1nc2c(ncn2[C@@H]2O[C@H](CNCc3ccccc3)[C@@H](O)[C@H]2O)c(=O)[nH]1
-3,?,O=C(CC[C@H]1O[C@@H](n2cnc3c(NC(=O)c4ccccc4)ncnc32)[C@H](O)[C@@H]1O)N[C@@H](CO)Cc1c[nH]c2ccccc12
13,-25%,[O-][n+]1ccccc1SCc1nc2ccccc2c2ccccc12
1,14µM*,CC(NC(=O)c1ccc2c(c1)NC(=O)CS2)c1ccc2c(c1)OCO2 (configuration not stated)
-2,-46%,CC(C)=CC(=O)Nc1sccc1C#N
2,?,Cc1ccc(/C=C(/C#N)c2nc3ccccc3[nH]2)c(C)c1

# (cont.)
LDHA inh,12-LOX inh,SMILES
1,?,Nc1nccnc1C(=O)Nc1ccc(SCc2cccnc2)cc1
4,-2%,N#Cc1c(N)nc2c(c1-c1ccccc1Cl)CCCC2
-1,?,OCCN(CCO)CC(O)COc1ccc2ccccc2c1 (configuration not stated)
9,-4%,Cc1cccc(C(=O)NC(Nc2cccc(C(F)(F)F)c2)C(Cl)(Cl)Cl)c1 (configuration not stated)
-12,-1%,COc1cc(Cl)c(C)cc1NC(=O)C(C)N1CCN(CCc2ccccc2)CC1 (configuration not stated)
0,?,CCc1nc2c(OCC3CCCCC3)cccn2c1N(C=O)Cc1ccc(OC)cc1
-3,-4%,NC1=NC(c2cccc(Oc3ccccc3)c2)n2c(nc3ccccc32)N1 (configuration not stated)
1,-15%,Cc1ccc(C(=O)COC(=O)C2CC(=O)N(c3ccccc3)C2)cc1 (configuration not stated)
-1,?,c1cncc(CNCCCn2ccnc2)c1
1,-14%,CN(Cc1ccc(Cl)cc1)C(c1cc2ccccc2o1)c1nnnn1C(C)(C)C (configuration not stated)
-1,1%,CCn1c(SCC(=O)NC(C)c2ccccc2C)nnc1C1CC1 (configuration not stated)
-8,22%,CCC1(C)NC(=O)N(NC(=O)CCc2c[nH]c3ccccc23)C1=O (configuration not stated)
0,?,NCCC12CC3CC(C1)CC(C(=O)O)(C3)C2
-4,?,O=C(COC(=O)C1(c2ccccc2F)CCCC1)Nc1ccc(C(F)(F)F)cc1[N+](=O)[O-]
-13,21%,CC(=O)NC(NC(C)=O)C(O)C(O)C(O)C(O)CO (configuration not stated)
19,-3%,CN1CC(=O)N(CCCC(=O)Nc2cnc3ccccc3c2)C1=O

# Overlap with the part before: 7 entries, then new ones.
LDHA inh,12-LOX inh,SMILES
1,-14%,CN(Cc1ccc(Cl)cc1)C(c1cc2ccccc2o1)c1nnnn1C(C)(C)C (configuration not stated)
-1,1%,CCn1c(SCC(=O)NC(C)c2ccccc2C)nnc1C1CC1 (configuration not stated)
-8,22%,CCC1(C)NC(=O)N(NC(=O)CCc2c[nH]c3ccccc23)C1=O (configuration not stated)
0,?,NCCC12CC3CC(C1)CC(C(=O)O)(C3)C2
-4,?,O=C(COC(=O)C1(c2ccccc2F)CCCC1)Nc1ccc(C(F)(F)F)cc1[N+](=O)[O-]
-13,21%,CC(=O)NC(NC(C)=O)C(O)C(O)C(O)C(O)CO (configuration not stated)
19,-3%,CN1CC(=O)N(CCCC(=O)Nc2cnc3ccccc3c2)C1=O
-1,-9%,CC1=C(C(=O)Nc2ccccc2C)C(c2ccc(C(=O)O)cc2)n2ncnc2N1 (configuration not stated)
5,-7%,COc1cc(C(=O)Nc2ccc(-c3nc4cc(C)ccc4o3)cc2)cc(OC)c1OC
1,32%,Cc1cc(C(=O)COC(=O)c2cc3ccccc3oc2=O)c(C)n1CC1CCCO1 (configuration not stated)
31,-7%,COc1ccc(/C=C(/C#N)c2nc3ccccc3[nH]2)c2ccccc12
-2,?,C=C(C)Cn1c(N2CCN(Cc3ccccc3)CC2)nc2c1c(=O)[nH]c(=O)n2C
1,?,CCCCN(C=O)c1c(CC)nc2c(OCC(=O)c3ccc(F)cc3)cccn12
-2,-8%,COc1ccc(-c2noc(CNC(=O)CCc3c(C)c4ccc(OC)cc4oc3=O)n2)cc1
14,?,COC(=O)C(CC(=O)c1ccc(Br)cc1)(Cc1ccc(Br)cc1)C(=O)OC
9,-22%,COC(=O)c1ccc(COc2ccccc2/C=C/C(=O)c2ccc(Cl)cc2Cl)cc1
-3,?,O=C(/C=C/c1ccccc1)NC(O)C(=O)c1ccccc1 (configuration not stated)
-2,0%,O=C1CC(c2cccc(Cl)c2)Cc2c1cnn2-c1nc2ccccc2[nH]1 (configuration not stated)
4,-8%,O=C(Nc1c(N2CCCC2)c2ccccc2oc1=O)c1ccco1
-3,?,CCN(Cc1ccco1)C(=O)c1cc2ccc(C(C)C)cc2[nH]1
2,?,CCCCn1nnnc1C(c1ccccc1)N1CCCN(Cc2ccc(F)cc2)CC1 (configuration not stated)
-8,-21%,CN(Cc1ccc(C(C)(C)C)cc1)C(=O)CNC(N)=O
5,-23%,Cc1cc(C(=O)COC(=O)c2nn(C)c(=O)c3ccccc23)c(C)n1CC(F)(F)F
-3,1%,Fc1cccc(NC(=S)NC2CCCC2)c1
3,0%,CC(=O)c1ccc(NC(=O)c2nn(C(C)C)c(=O)c3ccccc23)cc1
?,7%,CCCC(C)NC(=O)CSCc1coc(-c2ccc(Cl)cc2)n1 (configuration not stated)
4,5%,CC1(C)CCc2c(ccc3ccc(=O)oc23)O1
-2,?,O=[N+]([O-])c1cccc2ccc(/C=C/c3ccccc3)nc12
1,-3%,Cc1ccc(NC(=O)C(C)N(C)Cc2ccc3c(c2)OCCO3)c(Br)c1 (configuration not stated)
3,-5%,Cc1nc2cc(F)ccc2cc1C(=O)NCc1cccnc1-n1cncn1
3,0%,CCOC(=O)NC(CNC(=O)c1cccc(C)c1C)CC(C)C (configuration not stated)
-2,1%,CCC(C(=O)NCc1ccccc1)n1c(CSCCOc2ccccc2)nc2ccccc21 (configuration not stated)
-4,-2%,C/C(=C/C(=O)C(F)(F)F)N1CCN(c2ccccc2F)CC1
-24,-19%,COc1cccc2cc(C(=O)Nc3ccccc3OC(F)F)c(=O)oc12
11,?,CCN(CC)CCNc1nc2c(c(=O)n(C)c(=O)n2C)n1Cc1ccc(C)cc1

# This is a subset; count on the stated rates, not on these rows.
